Menin-MLL TR inh = qHTS Assay for Inhibitors Targeting the Menin-MLL Interaction in MLL Related Leukemias: Competition With Texas Red Labeled MLL-derived Mutant Peptide | O00255 | Potency, µM (top dose mostly 61.6 µM), for inactives: top-dose FP activity change, negative = inhibition, hits mostly inhibitors | AID 1768, 2009 | Menin + Texas Red MLL mutant peptide, fluorescence polarization | 0.23% of 270,000 active; active means well fitted inhibition curve with a large enough effect in the polarisation, with a control signal flat, not every such curve was filed as active; inconclusive means small, poorly fitted or top-dose-only effect, or effect the other way, or a change in a side signal; inactive means no such curve, though single readings can be large or run the other way; the % refers to the polarisation; further: potency means the concentration at half of the fitted maximal effect; % of control where 0% means no effect; many of its hits are not listed in these tables
Target sequence (O00255 whole entry, looked up): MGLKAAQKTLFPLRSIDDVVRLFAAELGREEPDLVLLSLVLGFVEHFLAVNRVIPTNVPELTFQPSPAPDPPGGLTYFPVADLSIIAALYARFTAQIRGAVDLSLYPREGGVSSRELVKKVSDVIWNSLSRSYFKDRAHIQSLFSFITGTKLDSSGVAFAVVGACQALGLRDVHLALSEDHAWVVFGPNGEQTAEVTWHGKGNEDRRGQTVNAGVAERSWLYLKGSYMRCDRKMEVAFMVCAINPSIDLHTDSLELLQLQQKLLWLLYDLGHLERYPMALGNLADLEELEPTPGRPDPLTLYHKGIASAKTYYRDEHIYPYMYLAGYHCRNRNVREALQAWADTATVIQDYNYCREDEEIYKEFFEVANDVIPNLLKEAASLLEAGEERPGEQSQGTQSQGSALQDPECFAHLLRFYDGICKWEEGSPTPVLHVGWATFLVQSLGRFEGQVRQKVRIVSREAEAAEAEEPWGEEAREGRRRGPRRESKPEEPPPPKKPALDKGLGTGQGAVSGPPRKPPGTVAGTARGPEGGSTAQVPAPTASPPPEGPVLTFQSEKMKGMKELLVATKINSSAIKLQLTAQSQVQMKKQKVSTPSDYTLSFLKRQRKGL
GALK inhibitor = qHTS Assay for Inhibitors of Human Galactokinase (GALK); P51570; Purified GALK, Kinase-Glo residual ATP luminescence; Potency, µM (doses to about 57.5 µM), for inactives: at the top dose activity change, negative = inhibition, actives largely listed as inhibitors; 0.007% of 270,000 active; AID 1868, 2009; further: potency means the concentration at half of the fitted maximal effect; on the % scale 0 is the no-effect control and ±100 the full control effect
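Luminescence from leftover ATP (Ultra-Glo luciferase/luciferin) served as read-out after a 1 h room-temperature reaction of 5 nM GALK with 35 uM ATP and 100 uM galactose.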
TSG101-PTAP inh = qHTS Assay for Iinhibitors of HIV-1 Budding by Blocking the Interaction of PTAP/TSG101; Tumor susceptibility gene 101 protein (Homo sapiens), Q99816; Potency, µM (top dose mostly 115 µM), without a hit: top-dose activity change, negative = inhibition, actives largely listed as inhibitors; 340,000 tested, under 10 active; AID 493005, 2010; Fluorescence polarization, FITC-PTAP peptide / Tsg101 binding; active means well fitted inhibition curve with a large enough effect in the main read-out, with a control signal flat, not every such curve was filed as active; inconclusive means small, poorly fitted or top-dose-only effect, or effect the other way, or a change in a side signal; inactive means no such curve, though single readings can be large or run the other way; further: potency means the concentration at half of the fitted maximal effect; % of control where 0% means no effect
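Tsg101 binding domain (10 uM final) was mixed with compound and a FITC-labeled PTAP peptide (50 nM final) in HEPES pH 7.5 buffer with NaCl, Tween 20, EDTA and TCEP; fluorescence polarization was read after 20 min at r.t.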
S-ASM inh = Inhibitors of Secretory Acid Sphingomyelinase (S-ASM): qHTS. Sphingomyelin phosphodiesterase (Homo sapiens), P17405. placental ASM, HMU-PC fluorogenic substrate, 60 min. Potency, µM (top dose mostly 57.5 µM), inactives show at the highest dose activity change, negative = inhibition, actives largely listed as inhibitors. 0.006% of 340,000 active. AID 504937, 2011; further: potency means the concentration at half of the fitted maximal effect
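Human placenta-derived ASM enzyme was preincubated with compound for 10 minutes at room temperature, then given fluorogenic substrate HMU-PC0 (9 uM final) for 60 minutes at 37 °C; a pH 10 stop preceded fluorescence reading at Ex 386/Em 447 nm.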
Chronic BCR inh = qHTS Assay to Find Inhibitors of Chronic Active B-Cell Receptor Signaling. ABC-DLBCL IkBa-CBG/CBR reporter, luminescence ratio, 4 h. Potency, µM (titrated, usually from 46.1 µM), for the others: at the highest dose ratio change, negative = lower green/red ratio, actives largely listed as inhibitors. 0.05% of 340,000 active; active means well fitted inhibition curve with a large enough effect in the signal ratio, with a control signal flat, not every such curve was filed as active; inconclusive means small, poorly fitted or top-dose-only effect, or effect the other way, or a change in a side signal; the % refers to the signal ratio;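 further: potency means the concentration at half of the fitted maximal effect; plate controls were basal doxycycline-induced cells for no effect and cells given 10 µM MG132 for full effect; MG132 reads +100%, hits lower the ratio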
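Cell line TMD8 (human ABC DLBCL), stably expressing tet-inducible CBG68-IkBa fusion and CBR; IMDM/0.5% FBS; cpd up to 46 uM; dox induction, 4 h, 37C/5% CO2; dual luminescence; green/red ratio; MG132 control.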
B2AR arrestin = qHTS assay of beta-arrestin-biased ligands of beta2-adrenergic receptor; Beta-2 adrenergic receptor (Homo sapiens), P07550; beta-arrestin recruitment to beta2AR, cell-based reporter; Potency, µM (doses to about 46.1 µM), for the others: at the top dose activation, most hits filed as activators; 0.02% of 330,000 active; AID 492947, 2010;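 further: potency means the concentration at half of the fitted maximal effect; 0% = DMSO controls and full agonism = EC100 isoproterenol or metaproterenol; nearly all actives have a fitted effect of over 65% in size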
Target sequence (P07550 whole entry, looked up): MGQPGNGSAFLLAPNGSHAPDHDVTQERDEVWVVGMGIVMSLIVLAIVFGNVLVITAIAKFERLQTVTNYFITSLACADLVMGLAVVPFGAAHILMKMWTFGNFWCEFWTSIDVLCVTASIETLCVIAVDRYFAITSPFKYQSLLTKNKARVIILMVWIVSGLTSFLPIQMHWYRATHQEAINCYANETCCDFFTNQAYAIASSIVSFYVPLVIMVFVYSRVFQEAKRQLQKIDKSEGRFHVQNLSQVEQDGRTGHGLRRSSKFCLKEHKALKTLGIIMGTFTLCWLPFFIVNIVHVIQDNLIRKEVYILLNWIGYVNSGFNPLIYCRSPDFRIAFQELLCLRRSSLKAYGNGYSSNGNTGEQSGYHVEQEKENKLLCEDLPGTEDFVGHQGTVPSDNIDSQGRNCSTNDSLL
PKM2 activator = qHTS Assay for Activators of Human Muscle isoform 2 Pyruvate Kinase. purified PKM2, Kinase-Glo ATP luminescence, activation; response scale: 0% is enzyme alone, no compound. Potency, µM (titrated, usually from 57.5 µM), for inactives: at the top dose activation, actives largely listed as activators. 0.34% of 260,000 active; further: potency means the concentration at half of the fitted maximal effect; on the % scale 0 is the no-effect control and ±100 the full control effect; nearly all actives have a fitted effect of over 55% in size
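hPK-M2, >95% pure; 0.1 mM ADP / 0.5 mM PEP final; imidazole pH7.2 buffer w/ 7 mM MgCl2, 50 mM KCl; 1 h RT; Kinase-Glo lum. Intermediate enzyme activity for dual inhibitor/activator qHTS.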
FBPA coupling cs = qHTS Assay for Inhibitors of Fructose-1,6-bisphosphate Aldolase from Giardia Lamblia: Coupling assay counterscreen | coupling enzyme system counterscreen, AmpLite Red fluorescence | activity change, negative = inhibition, % at 58.2 µM, hits read low | 0.67% of 290,000 active | AID 2472, 2010; in the data active means activity change below about -30%; further: on the % scale 0 is the no-effect control and ±100 the full control effect
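Coupling enzymes only (glyceraldehyde-3-phosphate) + compound, at 57.5 uM final, 10 min RT; add substrate/coupling/AmpLite Red mix, 20 min RT; fluorescence ex 525/em 598 nm. Actives flag coupling-system interference.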
Tb PFK block = qHTS Assay to Find Inhibitors of T. brucei phosphofructokinase; ATP-dependent 6-phosphofructokinase (Trypanosoma brucei brucei), O15648; T. brucei PFK, ADP-Glo luminescence; Potency, µM (titrated, usually from 57.5 µM), inactives show at the highest dose activity, negative = inhibition, hits mostly inhibitors; 0.17% of 330,000 active; AID 485367, 2010;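 further: potency means the concentration at half of the fitted maximal effect; 0% = uninhibited 1x PFK enzyme wells and -100% = no-enzyme wells; nearly all actives have a fitted effect of over 60% in size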
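ADP-Glo luminescence quantified ADP after 45 min at room temperature, with 1.25 nM T. brucei PFK, 0.1 mM ATP and 0.5 mM fructose-6-phosphate in pH 8.0 TEA buffer. qHTS titrations up to 57 µM; curves classified by quality.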
Giardia kill = Small Molecules that selectively kill Giardia lamblia: qHTS; Giardia lamblia trophozoite viability; activity change, % at 7.66 µM, hits read low; 0.15% of 340,000 active; AID 540267, 2011; in the data active means activity change below about -80%; inconclusive means between about -30% and that limit;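 further: parasites exposed to compound for two days anaerobically before the ATP read; on the % scale 0 is the no-effect control and ±100 the full control effect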
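Media and compound were dispensed first, then trophozoites at 100 cells/well; plates sat 48 hrs at 37 deg C without oxygen before ATP luminescence reagent was added and read after 15-30 min at room temperature.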
a7 integrin act = qHTS for Activators of Integrin-Mediated Alleviation for Muscular Dystrophy | alpha7betagal myoblasts, beta-gal FDG fluorescence, 48 h | Potency, µM (doses to about 38.3 µM), for the others: top-dose activation, actives largely listed as activators | 0.064% of 350,000 active | AID 624291, 2012;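 further: potency means the concentration at half of the fitted maximal effect; 100% = response of the positive control SU9516; nearly all actives have a fitted effect of over 60% in size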
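Alpha7betagal+/- myoblasts (passage 13) were plated 16-24 hr, then exposed to compounds (1:260 dilution of DMSO stock) for 48 hours at 37C. After MPER lysis, β-galactosidase reporter activity was read as FDG fluorescence (ex 480/em 540) after 30 minutes.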
Active calls of the source: *; ? = inconclusive; . = no result given; & = joins results of further samples; [ ] = another dose, or the depositor's remark. Unless noted, the call rests on the fitted dose curve; in most records, active means well fitted curve in the direction sought with a large enough effect; inconclusive means small, poorly fitted or top-dose-only effect, or another doubt; inactive means no such curve, though single readings can be large; an effect the other way counts as inactive or inconclusive.

canonical_smiles	a7 integrin act	Chronic BCR inh	Menin-MLL TR inh	FBPA coupling cs	Giardia kill	GALK inhibitor	B2AR arrestin	S-ASM inh	TSG101-PTAP inh	PKM2 activator	Tb PFK block
CC(C)=Cc1oc2ccc([N+](=O)[O-])cc2c1N1CC(C)OC(C)C1 (centres undefined)	0%	11%	-16%	4	6	-2%	-0.2%	-2%	-4%	2%	-1%
CN(C)c1ccc(/C=C/c2cc[n+](C)cc2)cc1	-48%[inhibitor]	?	?	-2	-3	3%	-0.4%	-24%	50%[activator]	-15%	-1%
C=CCn1c(SCC(=O)N(C(C)CC)C2CCS(=O)(=O)C2)nc2ccccc2c1=O (centres undefined)	-15%	5%	.	.	-23	.	0.2%	-1%	-2%	.	-1%
Cc1ccc(C(=O)NCCN2CCCC2)cc1	4%	9%	9%	2	6	0%	-1.2%	4%	-4%	5%	-3%
COc1cccc(-n2c(CNC(=O)OC(C)(C)C)n[nH]c2=S)c1	13%	4%	-3%	0	-5	2%	0.0%	5%	-13%	7%	-5%
CCCCOc1cccc(NC(=O)CSc2nccn2C)c1	-9%	?	0%	1	-14	-1%	-0.2%	0%	-2%	-1%	-10%
CC1(C)C(c2ccccc2)=NC(c2ccccc2)N1O (centres undefined)	5%	1%	6%	-5	49[activator]	1%	-0.3%	-1%	-9%	-21%	-11%
COc1ccc(C(=O)c2sc(Nc3ccccc3)nc2N)cc1	-23%	?	?	-1	-17	0%	0.4%	-2%	-1%	4%	-2%
COc1ccc(OCCn2c(NC(=O)c3ccco3)nc3ccccc32)cc1	-47%[inhibitor]	-13%	?	-13	-12	-1%	-0.3%	-23%	-1%	1%	-2%
CCn1cnc2c1c(=O)n(Cc1cccc([N+](=O)[O-])c1)c(=O)n2Cc1ccccc1	-6%	-2%	37%[activator]	1	1	7%	-0.7%	-4%	-2%	15%	3%
Cc1ccc(S(=O)(=O)N2CCN(C(=O)c3cc(=O)[nH]c4ccccc34)CC2)c(C)c1	9%	-7%	14%	2	1	-3%	-0.6%	4%	-3%	22%	-1%
CC(=O)c1ccccc1NC(=O)c1ccc2c(c1)NC(=O)C(C)S2 (centres undefined)	7%	?	.	.	27	.	0.1%	-5%	-7%	.	0%
COc1ccc(NC(=O)CNCCC2=CCCCC2)cc1	-33%	?	-1%	6	3	-7%	-0.2%	-1%	-1%	-1%	-7%
Clc1ccc(CSc2nnc(/C=C/c3ccccc3)o2)cc1	3%	4%	?	3	8	0%	0.1%	-15%	0%	6%	-9%
O=C(C1CCN(Cc2ccc(F)cc2)CC1)N(CCO)Cc1ccccc1	-4%	-1%	14%	0	9	-1%	0.1%	-3%	-1%	-17%	-20%
Cc1ccc(-c2c(C#N)c(N)nc3c2CCCCCC3)o1	-1%	-5%	-4%	1	5	0%	-0.2%	49%[activator]	-5%	-2%	-1%
Cc1c(C(=O)N2CCN(CCc3ccccn3)CC2)oc2ccc(F)cc12	35%	1%	.	.	13	-1%	-0.1%	4%	-1%	.	-3%
CCOCCCNC(=S)N1C2CCC1CC(NC(=O)NC1CCCCC1)C2 (centres undefined)	-14%	6%	5%	3	-2	0%	0.1%	1%	-4%	0%	1%
COc1ccc([C@@H]2C[C@@H](c3ccccc3)Oc3cc(OC)c(OC)c(OC)c32)cc1	15%	2%	.	1	8	-1%	4.4%	-3%	.	0%	-5%
O=C(CSc1cccc2cccnc12)Nc1ccccc1F	-44%	?	0%	0	5	7%	0.4%	5%	-3%	-7%[11.5 µM]	0%
O=C(NC1CC1)C1CCN(c2ccc(S(=O)(=O)N3CCOCC3)cc2Cl)CC1	6%	0%	-2%[11.7 µM]	1	10	1%	4.7%	-3%	-1%	-3%	-6%
COc1ccc(C(CCN2CCCC(C)C2)c2c(OC)cc(OC)c3c2OC(=O)CC3c2cc(OC)c(OC)c(OC)c2)cc1 (centres undefined)	-21%	0%	8%	2&0	9&-9	-1%	-0.8%	4%	.	1%	2%
Cc1cc(Nc2ccc3c(c2)OCCO3)c2cccc(C)c2n1	-12%	-1%	-12%	0	2	1%	-0.4%	-1%	0%	0%	0%
COc1ccc(N2CC(NS(=O)(=O)c3cccs3)CC2=O)cc1 (centres undefined)	-15%	-3%	.	.	10	.	0.0%	-2%	-2%	.	-1%
CCC(C)(C)NC(=O)C(c1cccc(OC)c1OC)N(Cc1ccccc1)C(=O)CCC(=O)Nc1cc(C)on1 (centres undefined)	10%	4%	-13%	0	-12	-2%	3.5%	1%	-2%	3%	2%
CN(C)CCN(C)Cc1c2ccccc2c(CN(C)CCN(C)C)c2ccccc12	-30%	?	4%	0	13	0%	0.1%	55%[activator]	-19%	.	2%
Cc1ccc(NC(=O)Cc2noc3ccccc23)nc1	?	7%	-4%	-2	-8	1%	0.4%	7%	-2%	-3%	-10%
Cc1cccc(N2C(=O)C(Oc3ccc(Cl)cc3Cl)C2C(=O)O)c1C (centres undefined)	-7%	10%	1%	-10	3	2%	0.1%	2%	-3%	-14%	0%
Cc1ccccc1Cn1cc(NC(=O)c2nn(C)cc2Cl)cn1	-3%	2%	-3%	0	-1	2%	0.0%	2%	-3%	0%	-6%
Clc1ccc(C=NC23CN4CN(CN(C4)C2)C3)cc1	18%	-2%	5%	1	-1	4%	0.1%	0%	-3%	20%	-3%
CCC(=O)n1nc(-c2cccnc2)nc1NCc1ccc(OC)cc1	-11%	8%	-14%	0	-28	1%	0.3%	-6%	-8%	3%	-3%
CC(=O)N1CCN=C1SCc1ccccc1Cl	4%	-6%	-9%	-1	17	0%	0.4%	-2%	-4%	2%	-2%
CC1(C)Cc2c(c(=S)nc(-c3ccccc3)n2CCOCCO)CO1	0%	4%	0%	3	-8	-2%	-2.7%	0%	2%	8%	1%
CSc1ccc(Cl)c(C(=O)NCc2ccco2)c1	26%	5%	1%	5	-8	1%	-0.3%	0%	1%	-1%	-2%
Cc1ccccc1-c1noc(CCC(=O)NCc2ccco2)n1	0%	12%	.	3	6	3%	0.0%	-2%	-1%	11%	1%
CC(=O)Nc1ccc2[nH]c(C)c(CC=C(Cl)Cl)c(=O)c2c1	13%	15%	-12%	5	-19	-3%	-0.6%	2%	-6%	14%	-3%

Two entries picked at random from those above:
canonical_smiles	a7 integrin act	Chronic BCR inh	Menin-MLL TR inh	FBPA coupling cs	Giardia kill	GALK inhibitor	B2AR arrestin	S-ASM inh	TSG101-PTAP inh	PKM2 activator	Tb PFK block
CC1(C)Cc2c(c(=S)nc(-c3ccccc3)n2CCOCCO)CO1	0%	4%	0%	3	-8	-2%	-2.7%	0%	2%	8%	1%
CCC(C)(C)NC(=O)C(c1cccc(OC)c1OC)N(Cc1ccccc1)C(=O)CCC(=O)Nc1cc(C)on1 (centres undefined)	10%	4%	-13%	0	-12	-2%	3.5%	1%	-2%	3%	2%

Bioassay records: PubChem, National Center for Advancing Translational Sciences (NCATS)

An excerpt; count on the stated rates, not on these rows.
